AMPAR-TARP mod – modulators of AMPA receptor GluA2-stargazin complexes. HEK293 GluA2+stargazin, membrane potential dye (FDSS), glutamate EC50; hits were called plate by plate, in both directions. calls only at 30 µM. AID 1259245. 40,000 tested, 3.5% active;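 active = any of four per-well response measures lying three or more SD from its plate-wide compound average, in either direction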
Target sequence (O88602 whole entry, looked up): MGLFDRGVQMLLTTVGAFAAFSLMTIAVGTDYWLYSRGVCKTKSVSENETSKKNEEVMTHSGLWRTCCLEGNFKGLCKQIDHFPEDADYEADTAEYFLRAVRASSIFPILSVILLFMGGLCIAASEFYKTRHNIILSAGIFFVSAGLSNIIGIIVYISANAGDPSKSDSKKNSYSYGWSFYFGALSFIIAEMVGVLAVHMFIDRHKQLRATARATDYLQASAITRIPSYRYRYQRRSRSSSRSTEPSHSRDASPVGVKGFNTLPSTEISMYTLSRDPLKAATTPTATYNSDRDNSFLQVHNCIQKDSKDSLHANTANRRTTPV
Target sequence (P19491 whole entry, looked up): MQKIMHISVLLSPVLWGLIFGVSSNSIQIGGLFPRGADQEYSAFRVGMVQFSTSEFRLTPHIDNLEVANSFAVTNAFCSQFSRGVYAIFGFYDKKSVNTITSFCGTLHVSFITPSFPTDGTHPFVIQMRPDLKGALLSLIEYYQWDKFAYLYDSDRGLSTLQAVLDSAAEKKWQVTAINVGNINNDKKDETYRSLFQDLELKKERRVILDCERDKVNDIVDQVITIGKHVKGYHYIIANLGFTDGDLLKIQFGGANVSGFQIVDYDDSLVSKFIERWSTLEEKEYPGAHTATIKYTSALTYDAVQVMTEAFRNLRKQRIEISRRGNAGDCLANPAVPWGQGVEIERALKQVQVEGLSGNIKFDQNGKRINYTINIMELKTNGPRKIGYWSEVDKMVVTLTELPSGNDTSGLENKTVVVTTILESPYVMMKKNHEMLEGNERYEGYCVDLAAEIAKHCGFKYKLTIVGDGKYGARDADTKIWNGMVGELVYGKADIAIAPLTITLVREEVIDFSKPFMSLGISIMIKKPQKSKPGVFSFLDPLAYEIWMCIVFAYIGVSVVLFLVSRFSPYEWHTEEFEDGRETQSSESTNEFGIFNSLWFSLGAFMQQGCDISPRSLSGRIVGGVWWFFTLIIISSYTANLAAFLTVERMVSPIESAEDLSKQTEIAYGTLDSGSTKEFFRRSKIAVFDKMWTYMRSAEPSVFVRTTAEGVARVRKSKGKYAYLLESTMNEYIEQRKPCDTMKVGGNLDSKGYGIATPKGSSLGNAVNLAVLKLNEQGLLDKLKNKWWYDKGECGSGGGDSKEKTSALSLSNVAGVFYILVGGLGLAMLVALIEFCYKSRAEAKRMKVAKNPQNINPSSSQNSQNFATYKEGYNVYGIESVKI
AMPAR-TARP mod agonism max-min – second read-out of AMPAR-TARP mod, no call of its own (marks repeat the call); compound max-min signal; compound-alone response (agonism);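 unitless range of fluorescence divided by baseline over first 100 seconds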
AMPAR-TARP mod glutamate slope – also measured in AMPAR-TARP mod; calls as there; glutamate slope, % of max; measured here: glutamate response slope, % max;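 scaled per plate between vehicle wells and maximal 1 mM glutamate control wells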
Numbers without * were called inactive; i = inactive; + = active, no number; & = joins results of further samples. This is a subset; rates above refer to the full screens.

SMILES	AMPAR-TARP mod	AMPAR-TARP mod agonism max-min	AMPAR-TARP mod glutamate slope
Cc1nn(C(C)(C)C)c(OC(=O)c2cccc(Cl)c2)c1S(=O)(=O)c1ccccc1	i	0.084	68
CSc1ccccc1NC(=O)C(=O)NCC(O)(c1ccco1)C1CC1 (stereo not given)	i	0.14	61
Cn1c(=O)[nH]c(=O)c2c1nc(N1CCCC1)n2CCCn1c(N2CCCC2)nc2c1c(=O)[nH]c(=O)n2C	i	0.12	35
O=C(c1nnn(-c2ccccc2)c1CSc1ncccn1)N1CCc2ccccc2C1	i	0.08	40
Cc1ccc(Oc2ccc(C(=O)N3CCC(C(N)=O)CC3)cc2)nn1	i	0.079	60
COc1cccc(-n2nnc3c(N4CCN(C(=O)c5ccc(Cl)cc5)CC4)ncnc32)c1	i	0.04	58
Cc1cc(NC(=O)C(=O)NCCN2CCOCC2)no1	i	0.1	55
COc1ccc(NC(=O)c2sccc2N(C)S(=O)(=O)c2ccccc2)cc1OC	i	0.08&0.02	58&102
COc1ccc(CCS(=O)(=O)NCCN2CCC(c3cccs3)CC2)cc1	i	0.13	50
O=C(Cc1csc(NC(=O)c2ccc3c(c2)OCO3)n1)Nc1nc2c(s1)CCCC2	i	0.11	72
COc1ccc(CCC(=O)Nc2cc(-c3ccco3)nn2-c2nc(C)c(C)c(=O)[nH]2)cc1	i	0.11	60
COc1ccc(-c2noc(-c3ccc(=O)n(CC(=O)NCc4cccc(OC)c4OC)c3)n2)cc1	i	0.081&0.026	50&79
CC(=O)N1CCc2ccc(NC(=O)CCCc3ccccc3)cc21	i	0.11	51
CCCC(=O)N(CCCN1CCOCC1)c1nc2c(C)ccc(Cl)c2s1	i	0.068	70
CCOCC(=O)Nc1nnc(-c2cc(C)n(C(C)C)n2)o1	i	0.068	52
COc1cccc(NC(=O)c2ccc(S(=O)(=O)N(C)C3CCCC3)cc2)c1	i	0.14	73
O=C(Nc1ccc(SCC(=O)N2CCN(c3ccccc3)CC2)nn1)C1CC1	i	0.092	53
CN1CCc2c(sc(NC(=O)c3ccc(Br)cc3)c2-c2nc3ccccc3s2)C1	i	0.14	74
O=C(CC1Sc2ccccc2NC1=O)NC1CCCCC1 (stereo not given)	i	0.044	49
O=C(Nc1ccc2c(c1)OCCO2)c1ccc(S(=O)(=O)N2CCOCC2)o1	i	0.086	56
COC(=O)C1=C(C)N(C)C(=O)NC1c1ccc(OCc2ccccc2)cc1 (stereo not given)	i	0.075	58
Cn1cccc1C(O)CNC(=O)c1c(F)cccc1F (stereo not given)	i	0.094	64
O=C(NCc1ccc(F)cc1)N1CCC(c2nnc(-c3ccc(F)cc3)o2)CC1	i	0.053	62
Cc1c(NC(=O)COc2ccc(C3CCCCC3)cc2)cccc1-c1nc2ncccc2o1	i	0.075	46
O=C(c1ccc(S(=O)(=O)c2ccc(Cl)cc2)nc1)N1CCN(c2ccccc2)CC1	i	0.063	58

Structures shown so far that contain a thiophene ring, fused or not (3):
SMILES	AMPAR-TARP mod	AMPAR-TARP mod agonism max-min	AMPAR-TARP mod glutamate slope
COc1ccc(NC(=O)c2sccc2N(C)S(=O)(=O)c2ccccc2)cc1OC	i	0.08&0.02	58&102
COc1ccc(CCS(=O)(=O)NCCN2CCC(c3cccs3)CC2)cc1	i	0.13	50
CN1CCc2c(sc(NC(=O)c3ccc(Br)cc3)c2-c2nc3ccccc3s2)C1	i	0.14	74

Remaining list, next part
SMILES	AMPAR-TARP mod	AMPAR-TARP mod agonism max-min	AMPAR-TARP mod glutamate slope
CC(C)(C)n1ncc2c(=O)n(NC(=O)C3(c4ccc(Cl)cc4)CCCC3)cnc21	i	0.038	39
COCCn1cnc2c(-c3ccccc3)cn(CC(=O)Nc3ccc(OC)c(Cl)c3)c2c1=O	i	0.028	35
CCOC(=O)COc1ccc2c(c1)O/C(=C\c1ccc(OC)cc1OC)C2=O	i	0.12	56
Cc1ccc(Nc2ccc(NC(=O)c3ccc(Br)o3)cc2)nn1	i	0.12	51
O=C(Cn1nc(C(=O)Nc2ccccc2)ccc1=O)Nc1ccc(OC(F)(F)F)cc1	i	0.078	39
Cc1cc(C)c(S(=O)(=O)NCCCn2nc(-c3cccs3)ccc2=O)cc1C	i	0.069	77
CC(C)n1nccc1-c1nnc(NC(=O)c2cccc(Oc3ccccc3)c2)o1	i	0.057	39
CCc1nnc(NC(=O)C(C)Sc2nnnn2-c2ccc(Cl)cc2)s1 (stereo not given)	i	0.11	61
Cc1cc2c(cc1C)NC(CC(=O)Nc1cccc(Br)c1)C(=O)N2 (stereo not given)	i	0.096	52
Cc1nc(-n2nc(-c3ccco3)cc2NC(=O)c2c(F)cccc2F)[nH]c(=O)c1C	i	0.14	62
O=C(NCc1c(F)cccc1F)C(=O)Nc1ccon1	i	0.085	67
Cc1c(Cl)cccc1NC(=O)c1ccc(O)cc1	i	0.072	48
CC1CCC(C(C)C)C(OCC(O)C[N+]2(C)CCCCC2)C1 (stereo not given)	i	0.053	46
CN(C)C(CNS(=O)(=O)c1ccccc1Cl)c1ccco1 (stereo not given)	i	0.07	66
O=C(NCC1CCN(C(=O)COc2ccccc2)CC1)c1ccc(F)c(F)c1	i	0.088	62
Cc1c(C(=O)N2CCOCC2)c(C(F)(F)F)nn1C1CCCN(C(C)C)C1 (stereo not given)	i	0.093	37
Cc1c(NC(=O)c2ccc(Cl)c(S(=O)(=O)N3CCCCC3)c2)c(=O)n(-c2ccccc2)n1C	i	0.024	59
COCCNC(=O)CSc1nnc2c(=O)n(Cc3ccc(F)cc3)ccn12	i	0.029	39
CCOc1ccc(C2NC(=O)NC(CS(=O)(=O)c3cc(OC)ccc3OC)=C2C(=O)OC)cc1 (stereo not given)	i	0.11	55
CCOc1ccc(NC(=O)NCC(O)(c2ccco2)C2CC2)cc1 (stereo not given)	i	0.11	71
O=C(NCC1CCN(C(=O)/C=C/c2ccco2)CC1)c1c(F)cccc1Cl	i	0.041	26
O=C(CN1CCCC1)Nc1ccccc1-c1nc2ccccc2[nH]c1=O	i	0.075&0.034	46&107
O=C(c1ccc2c(=O)n3c(nc2c1)SCCC3)N1CCN(c2cccc(Cl)c2)CC1	i	0.092	49
CCCCN1C(=O)CCc2cc(NC(=O)c3ccc(OC)cc3)ccc21	i	0.064	45
CC1CCCC(C)N1CC(O)COC1CCCC1 (stereo not given)	i	0.085	45

Continued.
SMILES	AMPAR-TARP mod	AMPAR-TARP mod agonism max-min	AMPAR-TARP mod glutamate slope
O=C(NCCOc1ccc2nnc(-c3ccccc3)n2n1)Nc1ccc(Cl)c(Cl)c1	i	0.089	34
COc1ccc2nc(N3CCN(C(=O)CCCS(=O)(=O)c4ccc(Cl)cc4)CC3)sc2c1	i	0.12	63
Fc1ccccc1Cn1c(-c2ccco2)nc2ccccc21	i	0.11	7
COc1ccc(NC(=O)Cn2c(-c3ccc(F)cc3)ncc(C#N)c2=O)cc1OC	i	0.072	51
O=[N+]([O-])c1ccc(NC(=S)N2CCc3ccccc3C2)cc1	i	0.19	55
OC(COC12CC3CC(CC(C3)C1)C2)CN1CCN(c2cccc(Cl)c2)CC1 (stereo not given)	i	0.074	51
O=C(NCC(O)c1ccsc1)c1cnccn1 (stereo not given)	i	0.091	63
Cc1cc(=O)[nH]c(-n2nc(C3CC3)cc2NC(=O)/C=C\c2ccccc2)n1	i	0.11	56
NC(=O)CSc1ccc(NC(=O)c2ccco2)nn1	i	0.08	40
O=S(=O)(C1CC1)N1CCN(c2ccc(-c3ccccn3)nn2)CC1	i	0.18	36
Cc1ccc(Nc2ccc(NC(=O)Cc3ccccc3)cc2)nn1	i	0.14	53
CS(=O)(=O)c1ccc(Nc2nc(CC(=O)N3CCc4ccccc4C3)cs2)cc1	i	0.11	61
CCN(CC)C(=O)n1nc(C)c(CN2C(=O)c3ccccc3C2=O)c1C	i	0.078	69
O=C1CC(c2noc(CN3CCN(c4ccccn4)CC3)n2)CN1c1ccc(F)cc1 (stereo not given)	i	0.066	60
Cc1ccc(S(=O)(=O)Nc2ccccc2C(=O)Nc2ccc3c4c(cccc24)CC3)cc1	i	0.11	62
CCCNC(=O)Cn1nc2c(c1NC(=O)c1cccs1)CSC2	i	0.08	71
Cc1cccc(-n2nc3c(c2-n2cccc2)CN(C(=O)/C=C/c2ccco2)C3)c1	i	0.058	76
Cc1nc2ncccc2c(=O)n1-c1cccc(NC(=O)COc2ccccc2)c1	i	0.065	23
CC(C)Oc1ccc(C(=O)N2CCN(c3ncnc4c3nnn4C)CC2)cc1	i	0.027	32
O=C(c1ccc(=O)[nH]n1)N1CCc2ccccc21	i	0.059	42
Cc1ccc(Oc2cccc(NC(=O)Nc3cccc(C)c3C)c2)nn1	i	0.096	58
Cc1ccc(S(=O)(=O)N(C)CC(=O)NCCC(C)C)cc1	i	0.084	59
COc1ccc(C)cc1NC(=O)C1CCCN(c2ccc(-n3cccn3)nn2)C1 (stereo not given)	i	0.079	59
CCCCC1CCC(C(=O)Nn2cnc3c(cnn3-c3ccccc3)c2=O)CC1 (stereo not given)	i	0.039	56
COc1cccc(OC)c1C(=O)NCCn1nc(-c2cccnc2)ccc1=O	i	0.088	61

Record cards (already shown). Order of screens: AMPAR-TARP mod	AMPAR-TARP mod agonism max-min	AMPAR-TARP mod glutamate slope
O=C(c1ccc(=O)[nH]n1)N1CCc2ccccc21 as listed: i	0.059	42
CCCNC(=O)Cn1nc2c(c1NC(=O)c1cccs1)CSC2 as listed: i	0.08	71
NC(=O)CSc1ccc(NC(=O)c2ccco2)nn1 as listed: i	0.08	40
O=S(=O)(C1CC1)N1CCN(c2ccc(-c3ccccn3)nn2)CC1 as listed: i	0.18	36
Cc1ccc(Oc2cccc(NC(=O)Nc3cccc(C)c3C)c2)nn1 as listed: i	0.096	58

Some of these compounds in order of the AMPAR-TARP mod agonism max-min value, high to low:
compound	AMPAR-TARP mod	AMPAR-TARP mod agonism max-min	AMPAR-TARP mod glutamate slope
Cc1ccc(S(=O)(=O)Nc2ccccc2C(=O)Nc2ccc3c4c(cccc24)CC3)cc1	i	0.11	62
CCCNC(=O)Cn1nc2c(c1NC(=O)c1cccs1)CSC2	i	0.08	71
O=C1CC(c2noc(CN3CCN(c4ccccn4)CC3)n2)CN1c1ccc(F)cc1 (stereo not given)	i	0.066	60

The list continues.
SMILES	AMPAR-TARP mod	AMPAR-TARP mod agonism max-min	AMPAR-TARP mod glutamate slope
Cc1ccc(C(CNC(=O)c2ccccc2Br)N2CCOCC2)cc1 (stereo not given)	i	0.075	48
O=C(CSc1ccc(-c2cccnc2)nn1)Nc1ccccc1Cl	i	0.045	61
COC(=O)c1ccc(NC(=O)COc2ccc(C(C)C)c(C)c2)cc1	i	0.087	33
CSc1ccccc1NC(=O)c1ccc(=O)n(Cc2ccccc2Cl)c1	+	0.071*	74*
Cc1ccc2c(c1)CCCN2C(=O)c1nc(-c2cnccn2)no1	i	0.1	70
Cc1ccc(S(=O)(=O)Nc2cc3c4c(c2)CCC(=O)N4CCC3)cc1	i	0.09	67
CCOC(=O)Cn1c(C2CC(=O)N(c3cccc(SC)c3)C2)nc2ccccc21 (stereo not given)	i	0.079	79
NC(=O)Cc1ccc(NS(=O)(=O)c2ccc(Cl)s2)cc1	i	0.089	54
Cc1ccc2nc(N(CCN3CCOCC3)C(=O)CCS(=O)(=O)c3ccccc3)sc2c1	i	0.025	35
O=C(Nc1nc(-c2cccnc2)cs1)C1CCCN1S(=O)(=O)c1cccs1 (stereo not given)	i	0.095	81
O=C(COc1ccccc1C1CC(c2cccs2)=NN1C(=O)c1ccccc1)N1CCCC1 (stereo not given)	i	0.084	44
Cc1cccc(NC(=O)Nc2cccc(-c3ccc4nncn4n3)c2)c1	i	0.042	32
COc1ccc(CC(=O)Nc2nc(-c3ccc(C)c(C)c3)cs2)cc1	i	0.086	56
CCOC(=O)C1(C)CNc2ccccc2C1 (stereo not given)	i	0.035	63
O=c1c2ccccc2nc(SCc2nc(-c3cccc(Cl)c3)no2)n1Cc1ccco1	i	0.11	58
COc1cccc(-c2noc(-c3cc(-c4ccc(Cl)cc4)n[nH]3)n2)c1OC	i	0.092	47
COc1ccc(NC(=O)c2cccc(C(F)(F)F)c2)cc1N1CCCCC1=O	i	0.055	40
COC(=O)Cn1c(=O)c2c(nc3n2CC(C)CN3c2ccccc2)n(C)c1=O (stereo not given)	i	0.1	66
COc1cccc(NCCN2N=C(C)C(C)n3c2nc2c3c(=O)n(C)c(=O)n2C)c1 (stereo not given)	i	0.082	29
COc1ccc(-n2c(C)cn3c4c(=O)n(CC(C)=O)c(=O)n(C)c4nc23)cc1	i	0.075	66
COC(=O)c1sc2ccccc2c1S(=O)(=O)N(C)CC(=O)Nc1cccc(C(F)(F)F)c1	i	0.13	47
Cc1cccc2c(=O)oc(-c3cccnc3)nc12	i	0.18	73
COCc1ccc(C(=O)Nc2nnc(C)s2)o1	i	0.11	64
CC(C)S(=O)(=O)c1ccc(C(=O)N2CCN(c3nc4c(F)cc(F)cc4s3)CC2)cc1	i	0.1	58
COC(=O)c1c(NCc2ccc(OC)c(OC)c2)c2cc(Cl)ccc2[nH]c1=O	i	0.14	71

The listing continues.
SMILES	AMPAR-TARP mod	AMPAR-TARP mod agonism max-min	AMPAR-TARP mod glutamate slope
O=C1CCc2cc(S(=O)(=O)N3CCc4ccccc4C3)cc3c2N1CC3	i	0.087	49
COC(=O)c1sc(NC(C)=O)c(C#N)c1C	i	0.075	61
O=C(c1ccccc1[N+](=O)[O-])N1CCN(c2ccc(Cl)c(Cl)c2)CC1	i	0.072	45
COc1cc(CSc2c(CC(C)C)cnc3c2c(=O)n(C)c(=O)n3C)cc(OC)c1	+	0.05*	65*
O=C(NCCC1=CCCCC1)C(=O)NCC(F)(F)F	i	0.14	52
COc1ccc(CC(=O)Nc2ccc3c(c2)N(C(=O)C(C)(C)C)CC3)cc1OC	i	0.074	62
O=C(CSc1ccc(NC(=O)c2cccs2)nn1)Nc1cccc(C(F)(F)F)c1	i	0.11	49

High-throughput results deposited in PubChem by Vanderbilt High Throughput Screening Facility.
